LYPLA1 counter – blocks human lysophospholipase 1, a PME1 counter-screen; actives 0.16% (n = 320,000); recombinant LYPLA1, FP-Rh probe fluorescence polarization; inhibition, % at 5.9 µM;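 active = inhibition above the mean of all tested compounds plus 3 SD, set per campaign, cut at about 14% in these data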;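 also: inhibitors block serine hydrolase probe labeling of LYPLA1 so polarization falls; 0% = enzyme with DMSO and 100% = wells lacking LYPLA1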
Target sequence (O75608 whole entry, looked up): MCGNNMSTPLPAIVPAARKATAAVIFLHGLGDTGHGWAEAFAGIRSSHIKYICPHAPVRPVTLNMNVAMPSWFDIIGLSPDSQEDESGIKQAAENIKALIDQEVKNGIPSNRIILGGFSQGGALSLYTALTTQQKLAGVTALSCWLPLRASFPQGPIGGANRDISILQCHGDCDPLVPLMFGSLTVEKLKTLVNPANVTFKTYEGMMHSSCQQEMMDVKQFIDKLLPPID
PAFAH1B2 FP inh – PAFAH1B2 (human) inhibition; inhibition, % at 3.39 µM; P68402; recombinant PAFAH1B2, FP-rhodamine activity probe, fluorescence polarization; actives 1.2% (n = 340,000);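 active = inhibition above the mean of all tested compounds plus 3 SD, cut at about 24% in these data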;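 also: 0% = enzyme with DMSO and 100% = wells lacking PAFAH1B2; many of its hits are not listed in these tables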
PAD4 inh – PAD4 (human) enzyme inhibition. Q9UM07. recombinant PAD4, RCA probe fluorescence polarization. inhibition, % at 6.36 µM. actives 0.41% (n = 330,000). AID 485272;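 active = percent inhibition above a cutoff equal to the mean of all tested compounds plus 3 SD, cut at about 15% in these data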;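 also: 0% = PAD4 with RCA probe and DMSO and 100% = probe without PAD4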
PME-1 primary – PME-1 (human) inhibition. Q9Y570. recombinant PME-1, FP-Rh probe fluorescence polarization. inhibition, % at 5.9 µM. actives 0.53% (n = 320,000). AID 2130;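 active = inhibition above the campaign mean of all compounds plus 3 SD, cut at about 26% in these data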;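 also: competitive labeling of PME-1 active site by serine hydrolase directed probe; 0% = PME-1 with DMSO and 100% = wells lacking PME-1 enzyme; inhibitors block probe labeling so polarization falls and inhibition rises; many of its hits are not listed in these tables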
Target sequence (Q9Y570 whole entry, looked up): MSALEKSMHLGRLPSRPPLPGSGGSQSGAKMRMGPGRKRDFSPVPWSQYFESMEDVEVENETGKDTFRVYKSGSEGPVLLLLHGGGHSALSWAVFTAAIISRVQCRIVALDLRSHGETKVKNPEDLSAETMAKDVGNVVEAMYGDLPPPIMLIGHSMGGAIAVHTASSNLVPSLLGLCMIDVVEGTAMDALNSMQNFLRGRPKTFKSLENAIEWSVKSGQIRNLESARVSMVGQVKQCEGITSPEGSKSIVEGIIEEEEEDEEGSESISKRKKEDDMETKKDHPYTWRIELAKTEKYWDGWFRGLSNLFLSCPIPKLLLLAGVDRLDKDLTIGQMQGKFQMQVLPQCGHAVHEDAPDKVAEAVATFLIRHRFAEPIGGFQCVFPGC
PAFAH1B3 FP inh – inhibitors of human PAFAH1B3. inhibition, % at 3.39 µM. recombinant PAFAH1B3, FP-rhodamine probe, fluorescence polarization. actives 0.28% (n = 340,000). Q15102;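 active = inhibition above the screen-wide average of all tested compounds plus 3 SD, cut at about 25% in these data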;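 also: 0% = enzyme with DMSO only and 100% = wells lacking PAFAH1B3 protein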
Target sequence (Q15102 whole entry, looked up): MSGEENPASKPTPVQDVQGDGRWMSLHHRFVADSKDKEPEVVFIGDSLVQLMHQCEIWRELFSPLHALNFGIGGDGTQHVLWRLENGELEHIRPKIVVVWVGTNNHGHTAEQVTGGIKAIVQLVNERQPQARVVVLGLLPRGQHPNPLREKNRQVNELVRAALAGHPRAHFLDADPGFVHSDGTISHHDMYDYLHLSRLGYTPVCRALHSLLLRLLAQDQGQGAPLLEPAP
LYPLA2 counter – counter-screen for PME1 inhibitors: inhibitors of human LYPLA2; actives 0.38% (n = 320,000); inhibition, % at 5.9 µM; O95372; recombinant LYPLA2, FP-Rh probe fluorescence polarization;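 active = inhibition above the screen-wide mean plus 3 SD, limit set per campaign, cut at about 26% in these data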;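 also: 0% = LYPLA2 with DMSO and 100% = wells lacking LYPLA2 enzyme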
Target sequence (O95372 whole entry, looked up): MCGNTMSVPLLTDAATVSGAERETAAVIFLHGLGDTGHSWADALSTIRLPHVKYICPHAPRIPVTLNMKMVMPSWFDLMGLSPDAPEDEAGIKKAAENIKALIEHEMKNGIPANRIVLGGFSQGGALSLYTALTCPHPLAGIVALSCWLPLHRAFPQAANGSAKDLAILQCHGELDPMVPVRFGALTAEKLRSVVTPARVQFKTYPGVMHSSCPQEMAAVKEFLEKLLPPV
GSTO1 inh – blocks human GSTO1 in RBBP9 counter-screen | recombinant GSTO1, activity-based probe fluorescence polarization | inhibition, % at 5.96 µM | actives 1.1% (n = 300,000) | AID 1974;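 active = inhibition above the campaign mean inhibition plus 3 SD, cut at about 35% in these data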;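 also: 0% = GSTO1-1 with DMSO and 100% = wells lacking GSTO1-1 enzyme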
PAFAH2 inh – PAFAH2 (human) inhibition | Q99487 | recombinant PAFAH2, FP-rhodamine activity probe, fluorescence polarization | inhibition, % at 3.39 µM | actives 0.99% (n = 340,000);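 active = inhibition above the mean over all tested compounds plus 3 SD, cut at about 30% in these data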;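 also: inhibitors block probe labeling of enzyme so polarization drops; 0% = enzyme with DMSO and 100% = wells lacking PAFAH2 protein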
pPAFAH inh – pPAFAH (human) enzyme inhibition | inhibition, % at 3.39 µM | AID 463082 | recombinant pPAFAH, FP-rhodamine probe fluorescence polarization | actives 1.5% (n = 330,000) | Q13093;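 active = inhibition above the mean inhibition across the screen plus 3 SD, cut at about 25% in these data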;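 also: inhibitors block binding of the rhodamine activity-based probe so polarization drops; 0% = enzyme with DMSO and 100% = wells lacking pPAFAH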
Starred values were filed as active, the others as inactive; · = no result given; & = joins results of further samples. Some of the compounds tested, so the mix of outcomes need not match the whole.

SMILES	LYPLA1 counter	PAFAH1B2 FP inh	PAD4 inh	PME-1 primary	PAFAH1B3 FP inh	LYPLA2 counter	GSTO1 inh	PAFAH2 inh	pPAFAH inh
C/C(CC(=O)Nc1cccc(F)c1)=N\NC(=O)c1ccncc1	-3	2	-1	-2	7	-3	-4	-2	-1
Cc1ccccc1Nc1nc(N)nc(COC(=O)CCS(=O)(=O)c2ccccc2)n1	-1	3	-1	1	7	0	1	-1	4
CC(C)(C)OC(=O)N1CCC[C@H]1C(=O)OCC(=O)Nc1cc(S(C)(=O)=O)ccc1Cl	-2	4	-1	4	3	1	·	3	3
Cc1cccc(C(=O)N=c2sccn2C)c1[N+](=O)[O-]	0	3	2	6	8	6	5	3	3
COc1ccc(N2C(=O)/C(=C\c3ccco3)N=C2SCC(=O)NC(C)C)cc1Cl	-2	-1	-5	-1	5	-1	1	-2	18
CCOc1ccc2[nH]c(=O)c(CN(CC3COCCO3)C(=O)c3ccco3)cc2c1 (stereo not given)	-3	-2	0	-4	10	4	1	14	2
NC1=C(c2ccccc2)C(=O)NC1=O	-3	7	0	2	10	-3	10	-4	-2
O=C1c2ccccc2C(=O)C12OC2c1ccc(Cl)cc1 (stereo not given)	0	·	-18	4	·	2	45*	·	3
COc1ccccc1N(CC(=O)NCCc1ccccc1)S(C)(=O)=O	3	0	-4	-4	-2	6	-8	1	0
CC(C)(C)c1ccc(C(=O)NCc2nnc(SCC(=O)NC3CCCCC3)o2)cc1	3	17	-5	4	8	-1	19	8	10
CCOC(=O)Cc1csc(NC(=O)c2ccc(Br)cc2)n1	-1	4	2	-4	2	-3	4	-5	-3
COC(=O)c1cc2n(n1)CCN(Cc1ccccc1F)C2=O	1	-3	2	-7	12	4	1	1	-3
CN(CC(=O)Nc1ccc(Cl)c(C(F)(F)F)c1)C(=O)CCNC(=O)c1ccco1	1	10	-4	-3	5	-2	-7	4	9
O=C(NC1CC1)c1cccc(Nc2ccc(-c3ccc4c(c3)OCCO4)nn2)c1	-2	1	-1	-3	1	-1	13	-1	22
CC(C)NS(=O)(=O)c1ccc(OCC(=O)N2CCCC2)c(Cl)c1	6	0	-5	3	-1	3	0	2	-10
CC(Sc1nc2c(cc1C#N)CCCCC2)C(=O)O (stereo not given)	0	·	-2	2	·	4	9	·	-1
CN(c1ccccc1)C(c1ccc(F)cc1)c1nnnn1C1CCCC1 (stereo not given)	-4	15	-3	1	8	0	-4	0	4
Cc1cc(C)cc(NC(=S)NCc2ccc3c(c2)OCO3)c1	-3	-6	-3	-2	2	6	12	0	2
COc1ccccc1C(=O)Nc1ccc2nc3n(c(=O)c2c1)CCCC3	2	4	2	3	11	0	5	-8	2
COc1cc2c(cc1NCc1ccccn1)oc1ccccc12	-5	-1	-5	-2	3	-4	-1	-6	7
CCc1cccc(C)c1NC(=O)CSc1nc(C)c(C)o1	0	5	1	2	4	0	3	-7	2
Cc1ccc(S(=O)(=O)N(C)c2ccc(OC(=O)CN3C(=O)NC4(CCCC4)C3=O)cc2)cc1C	-1	3	-11	5	0	-3	6	8	2
CCCc1nnc(SCC(=O)N2C(C)CCCC2C)n1CC1CCCO1 (stereo not given)	3	-3	-2	1	2	7	-5	3	0
Cc1cc(=O)n2c3ccccc3n(CC(O)CN3CCCC3)c2c1C#N (stereo not given)	0	0	-5	3	4	2	-2	-1	1
Cn1cnnc1SCC(=O)OCN1C(=O)c2ccccc2C1=O	-1	1	10	-4	-2	1	20	-5	1

Record cards (already shown). Order of screens: LYPLA1 counter, PAFAH1B2 FP inh, PAD4 inh, PME-1 primary, PAFAH1B3 FP inh, LYPLA2 counter, GSTO1 inh, PAFAH2 inh, pPAFAH inh
O=C(NC1CC1)c1cccc(Nc2ccc(-c3ccc4c(c3)OCCO4)nn2)c1 across the screens: -2, 1, -1, -3, 1, -1, 13, -1, 22
CCc1cccc(C)c1NC(=O)CSc1nc(C)c(C)o1 across the screens: 0, 5, 1, 2, 4, 0, 3, -7, 2
Cn1cnnc1SCC(=O)OCN1C(=O)c2ccccc2C1=O across the screens: -1, 1, 10, -4, -2, 1, 20, -5, 1

More compounds:
SMILES	LYPLA1 counter	PAFAH1B2 FP inh	PAD4 inh	PME-1 primary	PAFAH1B3 FP inh	LYPLA2 counter	GSTO1 inh	PAFAH2 inh	pPAFAH inh
Cc1ccc(-c2noc(C3CCN(S(=O)(=O)c4ccc5c(c4)OCCO5)CC3)n2)o1	6	0	0	7	1	56*	2	0	-4
O=C(NC(=S)NNC(=O)c1cccs1)c1ccccc1	1	10	6	-3	17	2	4	0	4
CCCc1cc(=O)[nH]c(SCC(=O)Nc2cc(S(=O)(=O)N3CCCCC3)ccc2C)n1	0	24*	-2	10	15	-5	·	-2	4
COC(=O)C1=C(N)Oc2cc(N(C)C)ccc2C1c1ccccc1OC (stereo not given)	0	1	12	-3	0	-7	4	-3	10
COCC(=O)Nc1ccc2c(c1)OCC(=O)N2Cc1ccc(C)cc1	1	-1	-2	-2	2	-1	2	-1	24
COc1ccc(C=C(c2ccc(OC)cc2)c2ccc(OC)cc2)cc1	1	-2	0	-5	0	9	18	-11	13
CC1CCCC(NC(=O)CNCc2ccccc2F)C1C (stereo not given)	-1	6	-2	3	7	4	6	-8	3
CC(O/N=C\c1ccccc1O)C(=O)Nc1ccccc1C(=O)N1CCOCC1 (stereo not given)	4	1	4	3	13	10	4	-8	-2
CC(=O)c1cccc(NC(=O)Cn2cnc(S(=O)(=O)N3CCCC3)c2)c1	3	0	-2	-3	10	5	4	3	-3
O=C(N/N=C/c1ccc(Cl)c([N+](=O)[O-])c1)c1ccc2nc[nH]c2c1	-8	-1	-6	-14	-8	-22	-5	3	-3
CCn1cc(/C=N/NC(=O)c2ccc(C#N)cc2F)c2ccccc21	3	5	5	-4	6	2	4	-5	6
O=C(O)c1nn2c(c1Br)NC(c1ccccc1)CC2C(F)(F)F (stereo not given)	1	2	1	0	7	-1	-2	-2	3
O=C(C1CCN(S(=O)(=O)c2ccccc2)CC1)N1CCc2ccccc21	-6	0	-4	9	7	-2	-1	3	9
Cc1ccc(S(=O)(=O)CCc2nc3ccccc3n2CCC#N)cc1	1	6	3	-7	9	-14	4	-4	-9
COc1ccc(NC(=O)c2sccc2C)c([N+](=O)[O-])c1	-5	0	-2	-8	1	3	-1	-5	6
CSc1ncccc1C(=O)NC1CCCCCC1	-1	10	-2	-2	4	2	10	-6	3
CCOc1ncccc1C(=O)N(CC)CC(=O)NCc1ccc(Cl)cc1	1	6	1	2	7	2	3	10	0
O=C(c1ccc(Cl)c(Cl)c1)N1CCC(=O)N(C(COCc2ccc(Cl)cc2)Cc2ccccc2)CC1 (stereo not given)	-4	-1	1	4	-5	-2	4	4	6
NC(=S)n1[nH]c(-c2ccccc2)c(N=Nc2ccccc2C(=O)N2CCOCC2)c1=O	-5	2	-3	-3	4	-2	-25	2	1
CSc1ncccc1C(=O)OCC(=O)N(C)C1CCS(=O)(=O)C1 (stereo not given)	1	0	-1	0	4	-2	-9	-4	-2
O=C(CN(Cc1cccs1)C(=O)CNS(=O)(=O)c1ccc(F)cc1)NCc1ccco1	-2	0	1	1	3	5	4	27	12
CC(C)Sc1nc2ccccc2n1CC(=O)NCc1ccc2c(c1)OCO2	-1	2	-6	9	4	0	3	1	-2
COc1ccc(-c2noc(N3CCC(C(=O)N4CCN(c5ccccn5)CC4)CC3)n2)cc1	1	-1	-3	-15	2	12	1	10	-6
CCCCSc1nnc2n(CCc3ccccc3)c(=O)c3c4c(sc3n12)COC(C)(C)C4	2	-5	-3	-8	6	1	17	7	2
Cc1nn(-c2ccccc2)c(Cl)c1C(=O)OCC(=O)N(C)c1c(N)n(Cc2ccccc2)c(=O)[nH]c1=O	4	5	-1	9	6	4	2	-3	-3
More records follow.
SMILES	LYPLA1 counter	PAFAH1B2 FP inh	PAD4 inh	PME-1 primary	PAFAH1B3 FP inh	LYPLA2 counter	GSTO1 inh	PAFAH2 inh	pPAFAH inh
COc1ccccc1C(c1nnnn1C(C)(C)C)N1CCCCCC1 (stereo not given)	3	6	3	-1	6	7	1	5	2
CC(C)(C)C1CCc2c(C(=O)NNC(=O)CCC(=O)O)csc2C1 (stereo not given)	-2	1	-1	-4	-6	1	-3	-5	5
CCCCC(=O)Nc1nnc(SCC(=O)NC2CC2)s1	-5	-1	4	-8	12	-5	1	4	2
O=C(NCCS(=O)(=O)N1CCN(Cc2ccccc2)CC1)c1ccc(F)cc1	-2	9	3	2	2	4	5	-6	3
CCN(CC)C(=O)CCc1nc2sc3c(c2c(=O)[nH]1)CCCC3	1	-3	-7	2	-4	3	-8	3	5
Cc1ccc(N(C(=O)c2snc(C(N)=O)c2N)C(C(=O)NC2CCCC2)c2ccc(C)o2)cc1 (stereo not given)	-1	-2	1	-1	7	1	1	-7	3
Cc1cc(C)n2nc(C(=O)NC(c3ccccc3)c3ccccc3)nc2n1	3	6	5	9	5	7	7	13	3
CC1CCN(Cc2csc(N)n2)CC1	0	5	1	11	-6	3	5	7	1
CN(CCOc1ccc(Br)cc1)CC(O)COc1ccc(C#N)cc1 (stereo not given)	2	23	-4	2	2	5	0	-8	11
O=C(COC(=O)c1ccc(Cl)c([N+](=O)[O-])c1)NC1CCCC1	0	-1	-3	5	1	0	7	21	19
O=C(Nc1ccc(F)cc1)Nc1ccccc1NS(=O)(=O)c1cccs1	-3	15	-1	3	-1	-4	-3	2	2
Cc1cc(NC(=O)CSc2ccc(-c3cccc([N+](=O)[O-])c3)nn2)no1	1	2	0	4	7	3	16	-4	1
COc1ccc(CN(C)C(=O)Cc2ccc(S(=O)(=O)N3CCOCC3)s2)cc1OC	-1	0	0	-1	2	-2	·	-7	2
COc1ccc(N2CC(NC(=O)NCCC(C)C)CC2=O)cc1 (stereo not given)	2	0	-6	-3	-2	5	4	-8	4
COc1ccccc1CNC(=O)C1CCCN(c2cnccn2)C1 (stereo not given)	-3	6	-4	-5	7	2	8	1	8
CCCCc1nnc(NC(=O)COc2ccc3c(C)cc(=O)oc3c2)s1	4	·	1	-3	·	6	11	·	2
NC(=O)CC(NC(=O)c1cccc(Br)c1)c1ccc(N2CCN(c3ccc(F)cc3)CC2)c([N+](=O)[O-])c1 (stereo not given)	-7	9	-1	0	1	9	0	-4	3
CC(O)c1nc2ccccc2n1CCCc1ccccc1 (stereo not given)	2	0	-5	-5	-8	2	-4	1	34*
COc1cccc(NC(=O)CC2C(=O)NC3CCCCC3N2C(=O)c2ccc(F)cc2)c1 (stereo not given)	-4	1	3	-9	15	-4	-2	0	4
CC(=O)Oc1ccc(/C=C2/SC(=S)N(Cc3ccccc3)C2=O)cc1	0	0	-4	1	8	-6	-9	0	6
C[n+]1ccccc1/C=N/O	-2&1	-1&0	1&1	-2&0	8&6	-2&-5	6&1	5&21	-10&-4
O=C(CN1C(=O)NC2(CCOc3ccccc32)C1=O)c1ccc(Cl)cc1 (stereo not given)	-1	5	3	5	1	9	1	0	-3
CCC(C)NCCOCCOc1ccc(Cl)c2ccccc12 (stereo not given)	-1	1	-2	-1	3	1	16	2	0
N/C(=N\OC(=O)/C=C/c1ccccc1)c1ccc(Cl)cc1	1	·	2	-7	·	-2	-3	·	7
O=C(O)C1OC(C(=O)O)C2C1C(F)(F)C2(F)F (stereo not given)	-6	4	-3	2	-8	-2	2	3	0
Cc1ccc(NC(=O)CSc2nnc3n2CCCCC3)cc1	2	3	-1	-6	9	4	-3	4	2
COC(=O)C(C)N(c1ccc(OC)cc1)S(C)(=O)=O (stereo not given)	-1	1	1	2	12	-2	6	4	-1

Screens from PubChem.
